Screening data from PubChem.
EPAC2 antagonist: qHTS for Antagonist of cAMP-regulated guanine nucleotide exchange factor 2 (EPAC2): primary screen; Rap guanine nucleotide exchange factor 4 (Homo sapiens), Q8WZA2; EPAC2 GEF exchange of Rap1B-BODIPY-GDP, fluorescence; Potency, µM (doses to about 114 µM), for the others: at the top dose activity, negative = inhibition, actives largely listed as inhibitors; 360,000 tested, 0.18% active; note: potency is the fitted concentration of half-maximal effect; % is set by controls: 0 for no effect and ±100 for the full control effect; nearly all actives have a fitted effect of over 45% in size; many of its hits are not listed in these tables
Target sequence (Q8WZA2 whole entry, looked up): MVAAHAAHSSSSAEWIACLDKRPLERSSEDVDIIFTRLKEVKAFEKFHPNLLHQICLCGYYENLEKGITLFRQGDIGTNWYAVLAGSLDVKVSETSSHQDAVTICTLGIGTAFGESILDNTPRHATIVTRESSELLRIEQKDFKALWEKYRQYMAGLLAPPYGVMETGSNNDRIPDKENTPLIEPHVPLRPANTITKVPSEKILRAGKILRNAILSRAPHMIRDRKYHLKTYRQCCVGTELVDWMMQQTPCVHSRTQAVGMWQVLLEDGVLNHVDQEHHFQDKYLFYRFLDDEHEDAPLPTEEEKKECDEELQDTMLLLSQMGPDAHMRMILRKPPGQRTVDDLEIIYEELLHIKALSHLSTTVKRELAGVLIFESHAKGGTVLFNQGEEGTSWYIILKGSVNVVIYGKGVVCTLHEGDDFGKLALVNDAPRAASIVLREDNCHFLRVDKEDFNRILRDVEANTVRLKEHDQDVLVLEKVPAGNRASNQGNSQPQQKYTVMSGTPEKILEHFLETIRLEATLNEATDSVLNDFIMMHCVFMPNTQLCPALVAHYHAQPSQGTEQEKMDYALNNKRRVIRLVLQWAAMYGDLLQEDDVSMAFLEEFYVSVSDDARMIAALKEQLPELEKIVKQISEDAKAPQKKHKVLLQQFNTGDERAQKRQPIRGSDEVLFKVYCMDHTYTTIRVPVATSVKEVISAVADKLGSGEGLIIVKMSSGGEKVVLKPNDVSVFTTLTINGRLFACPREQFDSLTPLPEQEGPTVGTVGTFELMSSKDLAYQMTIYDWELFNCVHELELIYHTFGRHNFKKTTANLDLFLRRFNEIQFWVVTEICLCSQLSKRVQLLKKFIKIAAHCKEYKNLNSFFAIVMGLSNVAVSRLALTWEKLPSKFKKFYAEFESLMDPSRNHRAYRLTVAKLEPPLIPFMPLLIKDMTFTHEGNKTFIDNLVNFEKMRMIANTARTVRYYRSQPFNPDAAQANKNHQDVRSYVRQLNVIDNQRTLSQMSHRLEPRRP
PLK1 PBD block: qHTS for Inhibitors of PLK1-PDB (polo-like kinase 1 - polo-box domain): Primary Screen; Serine/threonine-protein kinase PLK1 (Homo sapiens), P53350; Plk1 PBD binding of FITC phosphopeptide, fluorescence polarization; Potency, µM, for inactives: max response, negative = inhibition, most hits filed as inhibitors; 360,000 tested, 2.8% active; AID 720504, 2013; note: potency is the fitted concentration of half-maximal effect; series mostly up to about 57 µM; % is set by controls: 0 for no effect and ±100 for the full control effect; nearly all actives have a fitted effect of over 65% in size
EPAC1 antag: qHTS for Antagonist of cAMP-regulated guanine nucleotide exchange factor 3 (EPAC1): primary screen; EPAC1 GEF assay, Rap1b-BODIPY-GDP exchange fluorescence; Potency, µM (top dose mostly 115 µM), without a hit: at the highest dose activity change, negative = inhibition, most hits filed as inhibitors; 360,000 tested, 0.14% active; AID 720709, 2013;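 note: potency is the fitted concentration of half-maximal effect; plate controls were vehicle for no effect and positive control for full effect; nearly all actives have a fitted effect of over 50% in size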
PI5P4Ka inh: qHTS for Inhibitors of phosphatidylinositol 5-phosphate 4-kinase (PI5P4K); 330,000 tested, 1.2% active; max response, %; PI5P4Kalpha enzyme, ADP-Glo luminescence, 60 min; stronger effect = lower value; Phosphatidylinositol 5-phosphate 4-kinase type-2 alpha (Homo sapiens), P48426; active = max response of -50% or lower; inconclusive = between -30% and -50%; inactive = -30% or higher; note: value at the top dose of about 77 µM; % is set by controls: 0 for no effect and ±100 for the full control effect
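ADP-Glo luminescence end-point after a 60 min room-temperature kinase reaction. PI5P4Kalpha and substrate in HEPES pH 7.4 buffer with EGTA, 0.1% CHAPS and 5% DMSO; ATP at 5 microM final.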
Mm-Cpn inhibitor: Inhibitors of TCP-1 ring complex (TRiC) of Methanococcus maripaludis (MmCpn): qHTS. Chaperonin Mm-Cpn (Methanococcus maripaludis). purified Mm-Cpn ATPase, ADP Transcreener TR-FRET. Potency, µM (series often up to 76.9 µM), for the others: at the top dose activity, negative = inhibition, most hits filed as inhibitors. 330,000 tested, 0.031% active; note: potency is the fitted concentration of half-maximal effect; % is set by controls: 0 for no effect and ±100 for the full control effect; nearly all actives have a fitted effect of over 80% in size
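Purified archaeal Mm-CPN (25nM final) preincubated 10 min at 37degC with compound, then 10uM ATP for 30 min at 37degC; ADP measured by HTRF Transcreener TR-FRET; buffer 30 mM TRIS pH 7.4, 100mM KCl, 5mM MgCl2, 1mM DTT.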
EPAC1 ag: qHTS for Agonist of cAMP-regulated guanine nucleotide exchange factor 3 (EPAC1): primary screen; 360,000 tested, 0.073% active; EPAC1 agonist qHTS, biochemical assay; response scale: 100% = response to 6.5 mM cAMP; Potency, µM (doses to about 154 µM), for inactives: at the highest dose activation, most hits filed as activators; Rap guanine nucleotide exchange factor 3 (Homo sapiens), O95398; note: potency is the fitted concentration of half-maximal effect; nearly all actives have a fitted effect of over 60% in size
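Compounds were pinned as a concentration titration into mixtures of EPAC1 (100 nM), BODIPY-GDP-loaded Rap1B (250 nM) and GDP (50 uM). After 5 min at room temperature, fluorescence was followed for 30 min; activity was scaled to 6.5 mM cAMP.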
WRN helicase inh: qHTS for Inhibitors of WRN Helicase. 360,000 tested, 0.46% active. AID 651768, 2012. WRN helicase unwinding, fluorescent forked duplex, kinetic. Potency, µM (top dose mostly 114 µM), inactives show at the highest dose activity change, negative = inhibition, actives largely listed as inhibitors; note: potency is the fitted concentration of half-maximal effect; % is set by controls: 0 for no effect and ±100 for the full control effect; nearly all actives have a fitted effect of over 55% in size
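Screening of the MLSMR collection measured strand separation of a quenched forked DNA duplex (100 nM) by 20 nM WRN with 2 mM ATP, all final. Compounds were preincubated with enzyme 15 min at room temperature.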
CCT modulator: High-Throughput Screening for Modulators of Cytosolic Chaperonin Activity; purified chaperonin ATPase assay, HTRF ADP detection, 30 min; activity change, % (no concentration beside the values), hits read low; AID 651819, 2012; 360,000 tested, 0.3% active; in the data active = activity change below about -30%; note: % is set by controls: 0 for no effect and ±100 for the full control effect
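TRiC (40 or 20 nM final, by batch activity) in 30 mM Tris pH 7.4, 100 mM KCl, 5 mM MgCl2, 1 mM DTT was treated with compound at 76 uM single dose, then 10 uM ATP, 30 min at 37 °C. ADP was read by HTRF Transcreener.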
An asterisk follows results filed as active; ? = inconclusive; nt = no result given; [ ] = remark or other dose. Unless noted, calls come from the whole dose curve; as a rule, active = well fitted curve in the direction sought with a large enough effect; inconclusive = small, poorly fitted or top-dose-only effect, or another doubt; inactive = no such curve, though single readings can be large; an effect the other way counts as inactive or inconclusive. The list is partial; the hit share may differ from the screen's.

SMILES	EPAC2 antagonist	PLK1 PBD block	EPAC1 antag	PI5P4Ka inh	Mm-Cpn inhibitor	EPAC1 ag	WRN helicase inh	CCT modulator
Cc1cc(-c2onc(C)c2C(=O)N/N=C/c2ccccc2)no1	6%	4%	8%	2	1%	6%	6%	1.2
COc1cc2c(cc1NC(=O)C(C)Sc1ccc(C)cc1)oc1ccccc12 (stereo not given)	0%	2%	-10%	nt	1%	18%	-17%	-5.3
O=C(c1ccc(F)cc1)N1CCN(Cc2ccccc2)CC1	-10%	-11%	-10%	-5	0%	7%	?	-2.6
CC1CCCC(C)N1C(=O)COC(=O)Cc1c[nH]c2ccccc12 (stereo not given)	-9%	-9%	9%	6	-2%	2%	5%	-1.7
NC(=O)c1cc(-c2ccccc2)sc1NC(=O)Cc1ccc(S(=O)(=O)N2CCOCC2)s1	-3%	?	-3%	nt	-6%	1%	-13%	-3.1
Cc1cc(N2CCN(C(=O)c3ccco3)CC2)n2nc(C)nc2n1	3%	-2%	?	4	2%	-6%	4%	0.5
O=C(NNC(=O)c1ccc(F)cc1)C(=O)N1CCCCC1	-1%	-10%	-2%	0	2%	-2%	-1%	-4.4
C/C(CC(=O)Nc1cccc(C(F)(F)F)c1)=N\NC(=O)c1cnccn1	-2%	-6%	-10%	-3	0%	-2%	-4%	2.6
Nc1ccc(-c2ccc(C(=O)O)s2)cn1	-3%	9%	5%	-19	-5%	8%	7%	-1.7
CCCn1c(N)c(C(=O)CSc2ncnc3sccc23)c(=O)n(C)c1=O	26%	-5%	22%	2	?	0%	-6%	-0.1
CC(=O)c1ccc(NC(=O)CSc2ccc(-c3ccc4c(c3)OCO4)nn2)cc1	18%	4%	28%	-10	-1%	-6%	-29%[57.1 µM]	-0.5
COc1cccc(/C=C/C(=C2/C(=O)N(c3ccccc3)N=C2C)c2ccccc2)c1OC	16%	2%	9%	5	2%	-8%	5%	-3.7
CCOc1ccc2oc(C(=O)N3CCN(Cc4ccccc4)CC3)c(C)c2c1	-11%	-11%	-5%	2	-2%	17%	-13%	-1.6
CCOc1cccc(NC(=O)C(Cc2cccs2)c2nn[nH]n2)c1 (stereo not given)	1%	-7%	-20%	0	1%	5%	3%	-1.4
COc1ccccc1CNC(=O)C1CC2Cn3c(nc4ccccc43)C2N1C (stereo not given)	7%	-9%	-2%	-8	1%	-7%	-1%	-1.2
CC(C)c1ccc(NC(=O)CSc2nc3ccccc3nc2N2CCCC2)cc1	-1%	-8%	2%	8	-13%	-9%	-7%	-1.3
Cc1ccc(-c2ccc(=O)n(CC(=O)N3CCN(c4cccc(C)c4)C(C)C3)n2)cc1 (stereo not given)	-12%	0%	7%	nt	0%	3%	-7%	0.9
CC1CCN(C(=O)c2[nH]cnc2C(=O)NC2CCN(C(=O)OC(C)(C)C)CC2)CC1	-4%	-14%	23%	-3	-4%	2%	10%	-1.1
Cc1ccc(CCNC(=O)C2CCC(=O)N(Cc3cccc(F)c3)C2)cc1 (stereo not given)	2%	2%	-8%	-5	-4%	8%	-15%	-0.8
CCOC=C1SC(=S)N(c2ccccc2OC)C1=O	?	?	22%	-7	nt	-10%	1%	2.0

In another format: 3 of the compounds above
> COc1ccccc1CNC(=O)C1CC2Cn3c(nc4ccccc43)C2N1C (stereo not given)
- EPAC2 antagonist = 7%
- PLK1 PBD block = -9%
- EPAC1 antag = -2%
- PI5P4Ka inh = -8
- Mm-Cpn inhibitor = 1%
- EPAC1 ag = -7%
- WRN helicase inh = -1%
- CCT modulator = -1.2

> CC(C)c1ccc(NC(=O)CSc2nc3ccccc3nc2N2CCCC2)cc1
- EPAC2 antagonist = -1%
- PLK1 PBD block = -8%
- EPAC1 antag = 2%
- PI5P4Ka inh = 8
- Mm-Cpn inhibitor = -13%
- EPAC1 ag = -9%
- WRN helicase inh = -7%
- CCT modulator = -1.3

> Cc1ccc(-c2ccc(=O)n(CC(=O)N3CCN(c4cccc(C)c4)C(C)C3)n2)cc1 (stereo not given)
- EPAC2 antagonist = -12%
- PLK1 PBD block = 0%
- EPAC1 antag = 7%
- PI5P4Ka inh = nt
- Mm-Cpn inhibitor = 0%
- EPAC1 ag = 3%
- WRN helicase inh = -7%
- CCT modulator = 0.9

Next entries
SMILES	EPAC2 antagonist	PLK1 PBD block	EPAC1 antag	PI5P4Ka inh	Mm-Cpn inhibitor	EPAC1 ag	WRN helicase inh	CCT modulator
Cc1cccc(C)c1NC(=O)NC1(C(=O)N2CCN3CCCC3C2)CCCCC1 (stereo not given)	18%	1%	6%	-4	0%	-3%	11%	1.6
Cc1ccccc1-c1nc(C#N)c(N2CCCCC2)o1	-5%	-6%	-6%	25	2%	6%	0%	-6.4
COC(=O)c1c(NC(=O)COC(=O)c2ccc(Cl)cc2[N+](=O)[O-])sc2c1CCCCC2	11%	1%	1%	1	2%	4%	4%	0.6
CCC(c1nc2ccccc2[nH]1)n1c(=O)c(-c2ccccc2)nc2ccccc21 (stereo not given)	-6%	-6%	-16%	-4	nt	12%	-5%	nt
Cc1nc(-c2ccc(S(=O)(=O)Nc3cccc(S(N)(=O)=O)c3)s2)cs1	-1%	-5%	-11%	5	-9%	7%	-8%	0.6
CC(C)C(=O)Nc1nnc(-c2ccco2)s1	7%	1%	1%	-18	-11%	-3%	-1%	-1.6
CC(=O)Nc1ccc(SC[C@H](C)CN2CC[C@H](C(C)(C)C)CCC2=O)cc1	?	?	-3%	-11	0%	-11%	4%	0.6
O=C1CC(c2ccccc2)CC(O)=C1C=NCCCO (stereo not given)	5%	-5%	6%	4	-2%	-2%	-5%	-0.2
CC1(c2ccc3c(c2)OCCO3)NC(=O)N(CC(=O)Nc2c(F)cccc2F)C1=O (stereo not given)	2%	-5%	-4%	-3	-7%	8%	7%	-0.1
CC(C)[C@H](NC(=O)c1ccccc1F)C(=O)OCC(=O)NC(=O)NC1CCCCC1	-5%	-3%	-18%	5	-1%	-6%	-18%	-2.4
Cc1ccc(C)c(N2CCN(C(=O)Cc3ccc(-n4c(=O)[nH]c5ccsc5c4=O)cc3)CC2)c1	0%	-5%	-22%	-1	0%	8%	5%	0.5
COc1ccc(S(=O)(=O)N2CCC(C(=O)N(CC(C)C)C3CCS(=O)(=O)C3)CC2)cc1OC (stereo not given)	-4%	-3%	-2%	2	-2%	7%	3%	0.6
CN1CCc2c(sc3c2C(=O)NC(c2ccc(-c4cccc(Cl)c4)o2)N3)C1 (stereo not given)	-14%	-6%	-1%	-26	-9%	-9%	-2%	-0.8
O=C(Nc1ccc(NC(=O)c2sc3ccccc3c2Cl)cc1Cl)c1ccco1	5%	1%	0%	nt	0%	-14%	-7%[11.6 µM]	-33*
CCOc1ccc(S(=O)(=O)c2c[nH]c3ccccc3c2=O)cc1	-4%	-6%	23%	2	0%	-6%	-14%	0.3
COc1cccc(N/C=C/C(=O)c2ccc(C)cc2)c1	-11%	-10%	-9%	21	0%	13%	-5%	-1.2
NC(=O)C(CCc1nc2ccccc2[nH]1)NS(=O)(=O)c1ccccc1 (stereo not given)	4%	-14%	14%	0	nt	-22%	-5%	-1.4
C[C@@H]1CN([C@@H](C)CO)C(=O)CCCn2nncc2CO[C@H]1CN(C)S(=O)(=O)c1cccc(F)c1	3%	-15%	-8%	1	nt	-13%	3%	-0.8
N#Cc1nc(COc2ccccc2)oc1NCCN1CCOCC1	7%	1%	2%	1	0%	-3%	-11%	4.1
CCOc1ccccc1C1CC(c2ccc(Cl)cc2)Nc2nc(N)nn21 (stereo not given)	7%	-13%	-8%	0	0%	7%	-3%	-3.8
O=C1c2ccc(Oc3cccc([N+](=O)[O-])c3)cc2C(=O)N1c1ccccn1	8%[57.1 µM]	11µM*	0%	-11	-6%	-9%	4%	2.2
COc1cc(C(=O)OCC(=O)Nc2ccc(C(C)=O)cc2)ccc1OCC(=O)N1CCOCC1	0%	0%	4%	3	-3%	1%	-8%[57.1 µM]	2.8
Cc1ccc(N2CC(O)(c3cccs3)[N+]3=C2CCCC3)cc1 (stereo not given)	3%	-2%	-7%	-16	-1%	2%	-36%	1.3
COc1cc(OC)cc(C(=O)NNC(=O)c2cc(=O)[nH]c3ccccc23)c1	8%	1%	4%	-2	0%	2%	5%	-2.1
Cc1ccc(C(c2nnnn2C(C)(C)C)N2CCC(C)CC2)cc1 (stereo not given)	3%	-4%	0%	nt	?	0%	3%	-1.1
COc1ccc(C)cc1NC(=O)CSc1nnc(CC(=O)Nc2cccc(C(F)(F)F)c2)n1C	-3%	0%	-2%	nt	-1%	-10%	-4%	-0.6
O=C(COC(=O)c1n[nH]c(=O)c2ccccc12)Nc1ccccc1F	10%	-3%	-5%	-5	1%	1%	-11%	1.8
CCOc1ccccc1N1CCN(C(=O)c2cccs2)CC1	-1%	4%	-6%	-1	2%	-1%	9%	-0.5
CCNC(=O)C1(C)CCN(C(=O)c2c(-c3ccccc3)noc2C)C1 (stereo not given)	6%	-14%	-7%	-2	nt	6%	-1%	0.2
CN(C)c1ccc(C2CC(=O)NC3=C2C(=O)CC(C)(C)C3)cc1 (stereo not given)	-1%	-6%	12%	nt	0%	-1%	-1%[57.1 µM]	-6.0
COc1cccc(CNC(=O)C2CCN(S(=O)(=O)c3ccc4c(c3)OCCO4)CC2)c1	15%	-9%	8%	3	-2%	-1%	-29%	-0.5
Oc1ccc(N=Nc2ccc3c(c2)OCCO3)c2ncccc12	-22%	1%	-11%	-18	0%	6%	-12%	0.9
COc1ccc(Cl)cc1C(=O)OCC(=O)NCCNC(=O)COC(=O)c1cc(Cl)ccc1OC	5%	-10%	-9%	-6	-5%	4%	6%	-0.5
COC(=O)C(=Cc1ccc(OCc2ccc([N+](=O)[O-])cc2)c(OC)c1)C(=O)OC	-2%	-24%	-15%	9	0%	-5%	-15%	-0.8
C=C1C(C(=O)Nc2cccc(OC)c2)C1C(=O)Nc1cccc(OC)c1 (stereo not given)	-9%	-6%	27%	2	1%	-3%	0%	-1.8
O=C(CCc1ccccc1)Nc1cccnc1	-3%	-4%	2%	-1	2%	11%	-1%	-1.8
CC(=O)CCc1oc2ccc(C)cc2c1-c1ccc(C)o1	?	-19%	-3%	4	0%	0%	-12%	3.4
